# Bioassay records as filed in PubChem.
# Insulin prom inh: inhibitors of insulin promoter-driven GFP, primary screen, imaging, TRM-6 cells (human fetal islet line), eGFP reporter, cell count. inhibition, % at 2 µM. AID 1273, 2008. reporter expression induced with tamoxifen. 130,000 compounds, 0.9% hits;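 active = inhibition above the mean plus 3 SD, with well images judged a real hit on visual review, cut at about 60% in these data, passing the limit was not always enough; inconclusive = inhibition over the cutoff but images rejected on review; inactive = inhibition not above the cutoff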
# sdo1 growth: growth rescue of sdo1-depleted yeast, primary screen, S. cerevisiae, bone marrow failure model | S. cerevisiae sdo1-depleted JHY4D growth rescue, OD600 30 h; hits give high values; pdr5 snq2 efflux-pump mutant strain | z-score at 10 µM | 140,000 compounds, 0.21% hits | AID 817, 2007;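 active = z-score above 3 at both the 24 hr and the 30 hr optical density reads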;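 note: z-score against mean and SD of all compound wells on the same plate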
# sdo1 growth Rescue 24 h: also measured in sdo1 growth; calls as there; z-score; S. cerevisiae sdo1-depleted JHY4D growth rescue, OD600; measured here: growth rescue at 24 h;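 0 is the plate mean of compound wells and units are plate SD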
# * = called active by the depositor; ? = inconclusive; · = not tested or not shown. An unsorted share of the library; about 0.99% have a hit in one of these screens.
SMILES,Insulin prom inh,sdo1 growth,sdo1 growth Rescue 24 h
COc1cc(OC)cc(OCC(O)Cn2ccnc2C)c1 (stereo unspecified),?,-0.69,-1.11
O=C(OCc1c(Cl)nc2sccn12)c1cc2c(s1)CCCC2,-23.1,0.33,-0.08
C=CCNC(=O)/C(=C/c1ccccc1OCC)NC(=O)c1ccccc1,-10.7,1.01,0.11
CCOC(=O)N1N=C(C)CC1(O)c1ccc(Cl)cc1 (stereo unspecified),-25.0,·,·
COc1ccc(S(=O)(=O)NCCSCc2ccco2)cc1OC,8.7,-0.21,0.24
Cc1ccc(N(CC(=O)Nc2cc(Cl)ccc2Oc2ccccc2)S(C)(=O)=O)cc1C,-47.8,-0.78,-0.62
CCOc1ccc(N(C(C)C(=O)N/N=C(\C)C(C)(C)C)S(C)(=O)=O)cc1 (stereo unspecified),-14.3,1.23,0.96
Cc1cccc(-n2c(=S)[nH]c3c(oc4ccccc43)c2=O)c1,-12.0,0.84,-0.21
Cc1c(-c2ccccc2)[n+](=O)c2c(n1[O-])CCCCC2,-17.9,0.68,0.74
Cc1cc(C(=O)N/N=C/c2cccnc2)cs1,-33.3,1.35,0.76
Cc1cccc(OC(=O)c2sc3ncn(C)c(=O)c3c2C)c1,-38.5,·,·
COC(=O)CSc1nc(N)nc(C)c1Br,·,-0.48,-0.88

# Single records, as listed above. Values in the order: Insulin prom inh	sdo1 growth	sdo1 growth Rescue 24 h
# Results for C=CCNC(=O)/C(=C/c1ccccc1OCC)NC(=O)c1ccccc1 : -10.7	1.01	0.11
# Results for CCOC(=O)N1N=C(C)CC1(O)c1ccc(Cl)cc1 (stereo unspecified) : -25.0	·	·
# Results for Cc1cc(C(=O)N/N=C/c2cccnc2)cs1 : -33.3	1.35	0.76

# Going on with the list.
SMILES,Insulin prom inh,sdo1 growth,sdo1 growth Rescue 24 h
O=C(Nc1ccccc1-c1nnn(CC(=O)N2CCc3ccccc3C2)n1)C1CCC1,-24.1,-0.94,-0.67
O=[N+]([O-])c1cc(C(F)(F)F)ccc1Sc1ccccn1,-30.8,-0.59,-0.33
Cc1cc(C(=O)CN2C(=O)C(=O)N(Cc3ccccc3)C2=O)c(C)n1-c1ccc2c(c1)OCCO2,40.0,·,·
Cc1nnc(N2CCOCC2)c2nn(-c3ccccc3)c(C)c12,15.4,0.96,0.32
Cc1ccccc1-c1nc(CN2CCCC2c2ccc(F)cc2)c(C)o1 (stereo unspecified),-61.1,·,·
CCN1C(=O)/C(=C/N2CC(C)CC(C)C2)SC1=S (stereo unspecified),·,-0.31,-0.1
COc1ccc(S(=O)(=O)N2CCOCC2)cc1C(=O)Nc1ccon1,-386.5,1.13,0.9
Cc1ccc(NCc2nnc(SCC(N)=O)n2CCc2ccccc2)cc1,22.6,0.15,-0.14
CSc1ncccc1-c1nc2ccccc2[nH]1,43.7,0.51,0.22
COc1ccc(CN2CCN(C(=O)c3cccnc3)CC2)cc1Br,·,2.55,1.45
COC(=O)C1=NN(c2cccc(C)c2)C2C(=O)N(c3ccccc3OC)C(=O)C12 (stereo unspecified),·,0.22,-0.18
Nc1ncnc(Nc2ccccn2)c1[N+](=O)[O-],47.1,·,·

# Brought forward from above: 4 entries, followed by the next part.
SMILES,Insulin prom inh,sdo1 growth,sdo1 growth Rescue 24 h
CSc1ncccc1-c1nc2ccccc2[nH]1,43.7,0.51,0.22
COc1ccc(CN2CCN(C(=O)c3cccnc3)CC2)cc1Br,·,2.55,1.45
COC(=O)C1=NN(c2cccc(C)c2)C2C(=O)N(c3ccccc3OC)C(=O)C12 (stereo unspecified),·,0.22,-0.18
Nc1ncnc(Nc2ccccn2)c1[N+](=O)[O-],47.1,·,·
Cc1nc(/N=C\N(C)C)sc1C(=O)Nc1ccccc1,-65.0,0.42,0.16
COc1ccccc1N1CCN(C(=O)c2cc(-c3ccco3)on2)CC1,·,-0.91,-1.1
Cc1ccccc1C(=O)Nc1ccc(C(=O)NNC(=O)CCCOc2ccc(Cl)cc2Cl)cc1,·,0.81,1.84
CC(C)C(O)(C#CCN1CCCCC1)C(C)C,·,0.21,-0.21
CCC(=O)N1CCc2cc(S(=O)(=O)CCC(=O)Nc3ccc(CC)cc3)ccc21,-141.7,-0.31,-0.01
O=S1(=O)CCC(NS(=O)(=O)/C=C/c2ccccc2)C1 (stereo unspecified),-54.8,-0.06,-0.21
Cc1ccc(-n2c(SCC(=O)Nc3cccc(C)c3)nc3c(oc4ccccc43)c2=O)cc1,16.1,0.12,0.24
Cc1c(Cl)cccc1N1CC(C)(C)C1=O,30.8,·,·
CC(=O)Nc1nc(C)c(-c2csc(Nc3ccc(O)cc3)n2)s1,2.7,0.84,-0.02
C=CCn1c(Cc2nc3ccc(Cl)cc3[nH]2)n[nH]c1=S,·,0.26,0.45
CCOc1ccc(S(=O)(=O)Nc2cc(Cl)ccc2O)cc1,-70.0,0.02,-0.04
CSc1nc(-c2ccco2)nn1C(=O)Cc1ccccc1,-318.2,0.99,0.69
CCOC(=O)c1c(NC(=O)COC(=O)c2cc(OC)c(OC)cc2[N+](=O)[O-])sc(C)c1C,·,-0.34,0.73
S=c1[nH]nc(/C=C/c2ccccc2)o1,-15.4,·,·
Cc1cc(C)n2nc(CC#N)c(C#N)c2n1,3.7,·,·
O=C(Oc1cccc2ccccc12)c1cc(Cl)nc2ccccc12,·,-0.49,0.67
CCOc1ccc(NS(=O)(=O)CC23CCC(CC2=O)C3(C)C)cc1 (stereo unspecified),-5.4,-0.01,-0.89
CCCN1CNC(=S)N(Cc2ccccc2)C1,·,0.05,-0.32
COc1ccc(S(=O)(=O)N(C)C)cc1NCC(=O)Nc1ccc(Br)cc1F,-26.3,-0.16,-0.42
CCOC(=O)c1sc(NC(=O)c2sccc2C)cc1C,13.3,-0.45,-0.43
Cc1nn2c3ccccc3n(C)c2nc1=O,-137.5,0.03,0.09
COC(=O)c1ccccc1NC(=O)COC(=O)/C=C/c1ccco1,-18.2,·,·
Cc1nn(C)c(Oc2ccccc2)c1CCNS(=O)(=O)c1ccc(Cl)cc1,·,-0.75,-0.88
COc1cc2c3nnc(-c4ccc(F)cc4)c-3cn(Cc3cccc(C)c3)c2cc1OC,·,0.65,0.58
CCOc1ccc(OC(=O)C(CCS(C)(=O)=O)N2C(=O)c3ccccc3C2=O)cc1 (stereo unspecified),21.9,0.04,-0.82
Cc1cccc(N(C(=O)c2csnn2)C(C(=O)NC(C)(C)C)c2cccnc2)c1 (stereo unspecified),-4.3,·,·
CCCCc1[nH]nc2c1C1(C(=O)N(CC)c3ccccc31)C(C#N)=C(N)O2 (stereo unspecified),·,0.27,-0.84
CCOc1ccccc1N(CC(=O)O)S(=O)(=O)c1ccc(C)cc1,-311.1,0.54,0.02
CCOC(=O)CSc1nnc(CSc2nc3sc4c(c3c(=O)[nH]2)CCC4)n1-c1ccccc1,-13.8,0.44,-0.48
N=c1n(CCO)c2ccccc2n1Cc1ccccc1Cl,0.0,1.11,2.19
CC(=O)NCC(=O)N(c1c(C)n(C)n(-c2ccccc2)c1=O)C1(C(=O)NC2CCCC2)CCCCC1,29.6,-0.38,-1.21
CCOC(=O)C1(Cc2ccccc2)CCN(Cc2ccon2)CC1,-6.7,·,·
OC(CNCCc1ccc(C(F)(F)F)cc1)COc1cccc2ccccc12 (stereo unspecified),-9.1,-1.44,-0.75
CC1CCCN(c2nc3c(c(=O)n(C)c(=O)n3C)n2CCSc2nc3ccccc3s2)C1 (stereo unspecified),·,-2.21,-1.39
O=C(N/N=C/c1cccc([N+](=O)[O-])c1)c1ccc(COc2ccccc2-c2ccccc2)cc1,-6.7,0.05,0.75
Cn1cccc1-c1nc2ccc(NC(=O)c3cccs3)cc2[nH]1,33.3,2.59,1.06
Cc1ccc(NC(=O)N(Cc2cccnc2)Cc2ccco2)cc1C,45.7,-0.69,-1.97
CCOc1ccccc1NC(=S)NC(=O)CCCOc1ccc(Cl)cc1Cl,-21.1,-1.31,-0.45
c1cncc(C(c2nnnn2C2CCCCC2)N2CCN3CCCC3C2)c1 (stereo unspecified),-187.5,0.43,-0.23
Cc1ccc(NC(=O)COC(=O)/C=C/c2cccs2)cc1,0.0,0.55,0.53
COc1ccc(OC)c(CNC(=O)COc2cc(=O)n(C)c3ccccc23)c1,21.0,·,·
O=C(NCCc1ccc(Cl)cc1)C1CCN(S(=O)(=O)c2cccc3nonc23)CC1,8.7,0.03,1.19
c1cc(-c2noc(-c3ccc4c(c3)OCO4)n2)ccn1,-31.4,·,·
CC(C)CCNC(=O)C1CC(=O)N(C2CCCC2)C1 (stereo unspecified),16.7,0.81,0.62
O=C1C2CCCN2C(c2ccccc2)N1c1nccs1 (stereo unspecified),·,1.38,0.56
O=C(Oc1ccc2[nH]cc(CCN3C(=O)c4ccccc4C3=O)c2c1)c1ccco1,25.0,-1.08,-1.2
CCOc1nc(NCCN2CCOCC2)nc(Nc2ccc(C)cc2)n1,-19.4,-0.12,-0.75
S=c1nc(Cc2ccc(Cl)cc2)[nH]c2ccccc12,-174.1,·,·
CCn1c(SCC(=O)NCc2ccco2)nnc1-c1ccncc1,-25.0,·,·
Cc1cc([N+](=O)[O-])nn1CC(=O)Nc1cnc2ccccc2c1,-48.1,·,·
Cc1ccc(-c2csc(N3CCC(NS(=O)(=O)c4ccc5c(c4)OCCO5)CC3)n2)cc1,·,-1.38,-0.69
O=C(CN1C(=O)NC2(CCCCCC2)C1=O)N1CCC(Cc2ccccc2)CC1,16.2,-0.45,-0.81
COc1ccc(Cl)cc1C(=O)NNC(=S)NC(=O)/C=C/c1ccco1,54.5,·,·
C=CCOn1c(C)c(C(C)=O)c2c3no[n+]([O-])c3ccc21,-35.5,0.69,0.53
CCOC(=O)CNC(=O)CSc1nc2cccnc2n1Cc1ccccc1,·,1.47,0.93
O=C(NCc1ccco1)/C(=C/c1ccco1)NC(=O)c1ccc(Br)o1,-13.9,0.17,-0.11
c1cncc(-c2nc3ccccc3[nH]2)c1,?,1.63,2.6
Cc1ccc(C2CC2c2n[nH]c(=S)n2-c2ccc(Cl)cc2)cc1 (stereo unspecified),-10.8,-2.64,-1.74
O=c1cc(N2CCC3(CC2)OCCO3)[nH]c(=O)n1C1CCCCC1,25.0,-0.29,-0.43
O=C(CCC(=O)N1CCN(S(=O)(=O)c2ccc(Cl)cc2)CC1)Nc1ccc2ccccc2c1,9.1,-1.03,-0.53

# Next structures:
SMILES,Insulin prom inh,sdo1 growth,sdo1 growth Rescue 24 h
Cc1nnc(NC(=O)c2sc3nc(-c4cccs4)cc(C(F)(F)F)c3c2N)s1,-106.8,-1.23,-0.09
CCc1c(C)nc2ncnn2c1Nc1ccc(C)c(C)c1,37.0,-0.79,-1.41
Cc1ccc(C(=O)NC(C)c2ccc(F)cc2)cc1 (stereo unspecified),·,0.65,0.63
CCN(CCCn1c(=S)[nH]c2ncccc2c1=O)c1ccccc1,-30.0,-0.2,0.03
O=C(CSc1nnc(-c2cccs2)n1-c1ccccc1)N1CCc2ccccc21,58.3,·,·
CCn1nnnc1SCC(=O)Nc1cc(OC)cc(OC)c1,-10.0,-0.76,-2.26
COc1ccc(/C=N/NC(=O)C2CCN(c3ncc(C(F)(F)F)cc3Cl)CC2)cc1,-23.3,1.45,1.7
CCOC(=O)C1=NNC(C(=O)c2ccc(Cl)cc2)C1c1ccccc1 (stereo unspecified),-6.9,-1.29,-0.74
COc1ccc(-n2c(SCC(=O)N3CCc4ccccc43)nnc2-c2c[nH]c3ccccc23)cc1,-26.8,0.08,1.46
O=C(c1cccc(Cl)c1)N1CCN(C2CCCCCC2)CC1,51.6,0.1,-0.42
COc1ccc2cc(C3NC(=O)c4ccccc4N3)c(Cl)nc2c1 (stereo unspecified),63.0,·,·
COc1ccc(-c2noc(N(C)CC(=O)Nc3cccc(C(F)(F)F)c3)n2)cc1,0.0,-2.24,-1.7
CSc1ccc(/C=N/NC(=O)c2ccc(O)cc2)cc1,6.1,-0.42,-0.62
Cn1c(Cl)nc2ccccc21,35.8,0.24,-0.14
O=C1COCCOCCOCCOCC(=O)NCCN1,-2.6,·,·
O=C(COC(=O)c1c(Cl)ccc(Cl)c1Cl)NC(=O)NCc1ccccc1,-5.3,0.07,0.54
CSCCC(NC(=O)c1ccc(Cl)cc1)C(=O)OCC(=O)c1ccc[nH]1 (stereo unspecified),·,0.62,-0.14
Cc1ccc(N2CN=c3s/c(=C\c4cccnc4)c(=O)n3C2)cc1,27.3,0.16,0.17
Cc1ccc2c(c1)N(CCCC(=O)NCCCN1CCCC1=O)C(=O)CO2,45.0,1.8,1.7
Cc1ccc2c(c1)NC(=O)C(CC(=O)NC1CCCCC1C)O2 (stereo unspecified),·,0.01,0
Cc1ccsc1C1C(C#N)=C(N)N(N(C)C)C2=C1C(=O)CCC2 (stereo unspecified),20.0,·,·
CC(C)(C)c1ccccc1NC(=S)NCc1ccccc1,·,-1.22,-1.85
Cc1c(NC(=O)c2c(N)sc3c2CCCC3)c(=O)n(-c2ccccc2)n1C,-27.8,·,·
O=C(COC(=O)Cc1ccc(Cl)cc1)Nc1cc(S(=O)(=O)N2CCOCC2)ccc1N1CCCC1,·,0.31,0.22
CCOC(=O)C1CCN(S(=O)(=O)c2cccc(-c3cn4cc(C)ccc4n3)c2)CC1,-21.1,-0.17,0.39
COc1cc(NS(=O)(=O)c2ccc(NC(=O)/C(=C\c3ccccc3OC)NC(=O)c3ccccc3)cc2)nc(OC)n1,8.3,0.15,-0.26
